Screening data deposited in PubChem BioAssay by several laboratories.
CHT allo act = CHT positive allosteric modulators, primary screen, cell-based, membrane potential dye, choline EC20; CHT-expressing cells; active compounds read high; LV-AA mutant CHT in HEK293 cells; B-score at 10 µM; 310,000 tested, 0.49% active; AID 488977, 2010;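 active means initial fluorescence not abnormally high and integrated response B-score, plate-corrected, over 3 SD above library mean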
Target sequence (Q9GZV3 whole entry, looked up): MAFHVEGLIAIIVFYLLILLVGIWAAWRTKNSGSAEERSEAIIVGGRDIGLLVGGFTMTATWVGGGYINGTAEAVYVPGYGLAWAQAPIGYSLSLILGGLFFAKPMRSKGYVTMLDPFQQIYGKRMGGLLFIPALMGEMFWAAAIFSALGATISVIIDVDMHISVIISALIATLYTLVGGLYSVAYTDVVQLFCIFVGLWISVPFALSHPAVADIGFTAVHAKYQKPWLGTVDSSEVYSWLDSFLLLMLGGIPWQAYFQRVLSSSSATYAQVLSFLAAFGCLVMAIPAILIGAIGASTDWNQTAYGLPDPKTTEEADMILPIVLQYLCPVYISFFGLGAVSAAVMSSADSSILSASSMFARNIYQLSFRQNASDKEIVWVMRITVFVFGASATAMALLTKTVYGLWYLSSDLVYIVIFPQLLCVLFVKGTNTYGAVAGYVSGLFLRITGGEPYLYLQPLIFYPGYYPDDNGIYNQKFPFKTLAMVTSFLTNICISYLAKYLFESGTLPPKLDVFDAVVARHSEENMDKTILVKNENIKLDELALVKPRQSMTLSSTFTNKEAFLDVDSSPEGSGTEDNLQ
OX1R antag = OX1R (HCRTR1) antagonists, primary screen, fluorescence, CHO/OX1R cells, Fluo-8 calcium, orexin A | Orexin/Hypocretin receptor type 1 (Homo sapiens), O43613 | Fluo-8 calcium fluorescence | inhibition, % at 5 µM | 330,000 tested, 0.43% active | AID 434989, 2010;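 active means inhibition above its plate's threshold, mean inhibition of all tested compounds on the plate plus 3 SD, cut at about 37% in these data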;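 further: 0% = orexin A challenge wells and 100% = SB-334867-A antagonist wells; not every result past the cut was called active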
Target sequence (O43613 whole entry, looked up): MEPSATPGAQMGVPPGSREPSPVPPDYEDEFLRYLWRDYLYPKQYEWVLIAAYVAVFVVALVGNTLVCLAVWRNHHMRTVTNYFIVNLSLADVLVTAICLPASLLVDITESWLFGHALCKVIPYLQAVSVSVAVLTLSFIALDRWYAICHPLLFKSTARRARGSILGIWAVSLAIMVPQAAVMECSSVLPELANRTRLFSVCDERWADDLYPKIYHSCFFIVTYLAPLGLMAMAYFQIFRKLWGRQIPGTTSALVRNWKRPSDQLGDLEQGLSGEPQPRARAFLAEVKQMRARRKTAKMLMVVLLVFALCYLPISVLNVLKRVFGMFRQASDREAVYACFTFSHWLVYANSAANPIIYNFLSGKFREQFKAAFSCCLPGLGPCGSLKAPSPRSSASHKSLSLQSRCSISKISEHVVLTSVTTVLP
Numbers without * were called inactive; i = inactive; x = no result given.

Each structure is followed by: CHT allo act, OX1R antag
- COc1ccc2c(c1OC)C(=O)OC2Nc1nc(-c2ccc([N+](=O)[O-])cc2)cs1 (configuration not stated)
    i, -11.2
- NC(=O)c1cc(-c2ccccc2)nc(N2CCCCCC2)n1
    i, -13.7
- COc1ccc2c(c1)C(c1ccc(C)o1)=NNC(c1cccnc1)=N2
    i, -33.6
- COc1ccc(Nc2oc(-c3ccccc3Cl)nc2C#N)cc1
    i, -16.2
- Oc1cccc(/C=N/N2CCN(C3c4ccccc4-c4ccccc43)CC2)c1
    i, -5.9
- CCOc1ccc(NC(=O)CSc2nc3ccccc3nc2N2CCCC2)cc1
    i, -27.6
- COc1ccc(OCC(=O)Nc2ccc3c(c2)n(C)c(=O)n3C)cc1
    i, -23.6
- COc1ccc(C2CC(=O)C(C=NCCN3CCN(C(=S)Nc4ccccc4)CC3)=C(O)C2)cc1 (configuration not stated)
    i, -31.2
- Cc1ccc[n+](C(C)C(=O)Nc2ccc(C)c(C)c2)c1 (configuration not stated)
    i, -1.6
- Cc1ccc(-c2nc3ccccc3s2)cc1NC(=S)NC(=O)c1cccc2ccccc12
    i, -7.2
- CCOC(=O)c1ccc(NC(=S)NC2CCCC2)cc1
    i, 8.3
- CC(=O)Oc1ccc(C(C)=O)c2c1OCCO2
    i, 1.7
- c1csc(C2Nc3ccccc3-c3nc4ccccc4n32)c1 (configuration not stated)
    i, 6.2
- O=C(OCc1nc2ccccc2[n+]([O-])c1C(=O)c1ccccc1)c1cccnc1
    i, -22.8
- O=c1cc(Cc2ccccc2)[nH]c(=S)[nH]1
    i, 6.1
- Cc1cc(C(F)(F)F)n2nc(C)c(-c3ccc(Cl)cc3)c2n1
    i, -22.9
- CCCCc1nnc(NC(=O)CCN2C(=O)C3CC=CCC3C2=O)s1 (configuration not stated)
    x, -10.4
- CCC1(C)COC2(OC1)C(=O)Nc1ccccc12 (configuration not stated)
    i, -18.8
- COC(=O)c1ccccc1Oc1nc(Cl)cc(OC)n1
    i, -11.7
- O=c1ccnc(SCn2nnc3ccccc3c2=O)[nH]1
    i, -26.8
- Cc1cccc(NC(=S)NCC2CCCO2)c1 (configuration not stated)
    i, -5.8
- Cc1ccc(-c2cc(Cc3cccs3)c(=O)[nH]n2)cc1
    i, -21.1
- O=C1CC(N2CCC(Cc3ccccc3)CC2)C(=O)N1CCc1ccccc1 (configuration not stated)
    i, -32.1
- Cc1cccc(NS(=O)(=O)c2cccc3cccnc23)n1
    i, -2.7
- CCN(CC)CCCNC(=O)COc1ccc2oc3c(c2c1)CCCC3
    i, -24.8
- CCC(=O)Nc1ccc(OCc2nc3ccccc3s2)cc1
    i, -13.6
- CCOC(=O)CSc1nc2ccc(NC(=O)CSc3nnnn3Cc3ccccc3)cc2s1
    i, 7.4
- O=C(Nc1ccc2c(c1)OCO2)N1CCCc2ccccc21
    i, -7.0
- Cc1cc(S(=O)(=O)NCC2CC2)c(Cl)cc1Cl
    i, -16.5
- CCCN1CCN(C(=O)C2CCN(S(=O)(=O)c3c(C)noc3/C=C/c3ccc(C)cc3)CC2)CC1
    i, -24.6
- COc1ccc(C(=O)NCC(c2ccco2)N2CCc3ccccc32)c(OC)c1 (configuration not stated)
    i, -39.0
- Cc1ccc(Cn2c(=N)n(CC(O)COc3ccccc3)c3ccccc32)cc1 (configuration not stated)
    i, 52.0*
- Cc1nnc2ccc(-c3ccc(NS(C)(=O)=O)cc3)nn12
    i, 4.7
- COc1ccc(-c2csc(NC(=O)CN3C(=O)NC4(CCCC4)C3=O)n2)cc1
    i, -8.1
- COc1cc(/C=N/NC(=O)c2ccc(O)cc2)ccc1Oc1ccc([N+](=O)[O-])cn1
    i, 5.0
- Cc1cccc2sc(N(CCN(C)C)C(=O)c3ccc4ccccc4c3)nc12
    i, -4.5
- NCCC(=O)NCCc1cnc[nH]1
    i, 1.1
- Cc1cc(C)c(NC(=S)N2CCN(c3ccc([N+](=O)[O-])cn3)CC2)cc1C
    i, 2.3
- O=C(NNC(=O)c1cc2cc(Br)ccc2oc1=O)c1ccc(O)cc1
    i, 3.2
- CC(C)CNC(=O)COC(=O)c1ccc([N+](=O)[O-])cc1Cl
    i, -9.6

Single records, from the list above. Order of values: CHT allo act, OX1R antag
`CCN(CC)CCCNC(=O)COc1ccc2oc3c(c2c1)CCCC3` reads i, -24.8
`NCCC(=O)NCCc1cnc[nH]1` reads i, 1.1
`COc1ccc(C(=O)NCC(c2ccco2)N2CCc3ccccc32)c(OC)c1` (configuration not stated) reads i, -39.0
`Cc1cc(C)c(NC(=S)N2CCN(c3ccc([N+](=O)[O-])cn3)CC2)cc1C` reads i, 2.3
`COc1cc(/C=N/NC(=O)c2ccc(O)cc2)ccc1Oc1ccc([N+](=O)[O-])cn1` reads i, 5.0

Next part
Each structure is followed by: CHT allo act, OX1R antag
- c1ccc(-c2nc(SCc3nc4ccccc4[nH]3)c3oc4ccccc4c3n2)cc1
    x, -2.1
- N=c1c2c(n(Cc3ccc(Cl)c(Cl)c3)c3c1CCC3)CCCC2
    9.63*, -3.5
- CCSc1nnc(NS(=O)(=O)c2ccc(OC)cc2)s1
    i, -8.5
- CCN(CC)S(=O)(=O)c1ccc(OC)c(NC(=O)/C=C/c2ccco2)c1
    i, -15.4
- COc1cccc(NC(=O)CCc2c(C)nn(-c3ccc(N4CCOCC4)nn3)c2C)c1
    i, -32.0
- CCNC(=O)/C(C#N)=C/c1c(N2CCN(c3ccccc3)CC2)nc2c(C)cccn2c1=O
    i, -22.3
- O=C(Oc1c(-c2ccccc2)c(=O)n2c3c(cccc13)CC2)c1cccc([N+](=O)[O-])c1
    i, -35.7
- CCc1nc(Nc2cccc(F)c2)c2oc3ccccc3c2n1
    i, -41.3
- CC(C)CCCN1C(N(C)C)=NC[C@@H]1C
    i, -7.5
- CCC/C(O)=C1\C(=O)CCCC1=NCCc1c(C)[nH]c2ccc(C)cc12
    i, -24.7
- Cc1ccc(N2CCN(C(=O)NC3CCCCC3)CC2C)cc1 (configuration not stated)
    i, -14.6
- CCn1c(SCC(=O)Nc2ccccc2)nc2ccccc2c1=O
    i, -22.2
- O=C1CSC(=S)N1/N=C/c1ccc2c(c1)OCCO2
    i, -22.4
- O=C(COC(=O)CNC(=O)c1cccc([N+](=O)[O-])c1)NCc1ccco1
    i, -1.9
- Cc1ccc(OCCCC(=O)Nc2ccc(S(=O)(=O)N3CCOCC3)cc2)cc1
    x, 10.3
- COC(=O)Cc1c(C)c2ccc(OC(=O)c3ccccc3)cc2oc1=O
    i, -22.3
- Cc1onc(-c2c(Cl)cccc2Cl)c1C(=O)Nc1ccc(Cl)cn1
    i, -19.1
- Cc1ccc(N(C(=O)c2cccs2)C2C=CS(=O)(=O)C2)cc1 (configuration not stated)
    i, -17.1
- N=C1/C(=C/c2cccs2)C(=O)N=C2SN=C(SCc3ccccc3)N12
    i, 1.6
- Cn1cc2cccc([N+](=O)[O-])c2n1
    i, -0.3
- CC(C)n1c(C(=O)OCC(=O)NCc2ccc3c(c2)OCO3)cc2sccc21
    i, -14.5
- CCOC(=O)C1CCCN(Cc2nc(N)nc(Nc3ccc(C)cc3)n2)C1 (configuration not stated)
    i, -11.0
- CCOc1ccc(CN2CCN(c3ncnc4scc(-c5ccccc5)c34)CC2)cc1
    i, x
- O=C(c1ccco1)N(Cc1ccccc1)c1cccc([N+](=O)[O-])c1
    i, -17.7
- CN(c1ccccc1)S(=O)(=O)c1ccc(NC(=S)NC(=O)C2CC2)cc1
    i, -10.1
- CCCCn1c(=O)nc2n(-c3ccc(OC)cc3)c3ccccc3cc-2c1=O
    i, -37.3
- O=C(Cn1cnnn1)Nc1cccc(S(=O)(=O)N2CCCCC2)c1
    i, -32.3
- Cc1cc(C)c(C#N)c(N2CCN(c3ccccc3F)CC2)n1
    i, -22.7
- CCOC(=O)c1ccc(CNCc2ccc(Br)cc2)cc1
    i, -8.1
- O=C(O)C1CCN(C(=O)c2ccccc2C(=O)N2CCC(C(=O)O)CC2)CC1
    i, -10.6
- Cc1ccccc1-n1c(=O)n(Cc2ccco2)c(=O)c2[nH]cnc21
    i, -3.5
- O=C(CC1CCCC1)Nc1nnc(C2CC2)s1
    i, -21.6
- CN(C)C(CNS(=O)(=O)c1ccc2ccccc2c1)c1ccccc1 (configuration not stated)
    i, -23.2
- CN(C)CCCNC(=O)c1ccc(-c2cc(O)c3ncccc3c2)cc1
    x, -0.5
- Cc1ccc(-c2nnc(SCc3nc4ccccc4[nH]3)n2Cc2ccco2)cc1
    i, -24.1
- O=c1c2ccccc2[nH]c(=S)n1Cc1ccccc1
    i, -27.3
- COCCN1C=C2C(=O)C(C)(OC(=O)CCC(=O)OC)C(=O)C=C2C=C1C1CC1 (configuration not stated)
    i, -0.7
- Cc1c(CC(=O)NC(C)C)c(=O)oc2cc3c(cc12)CCC(C)(C)O3
    i, -7.4
- Cc1c(C(=O)CN2CCN(c3ccccc3)CC2)c2ccccc2n1C
    i, 1.1
- Cn1c(C=O)c(-c2ccc3cc[nH]c3c2)c2ccccc21
    x, -8.0

Ordered by molar mass (smallest number first): some entries from above
Each structure is followed by: CHT allo act, OX1R antag
- c1csc(C2Nc3ccccc3-c3nc4ccccc4n32)c1 (configuration not stated)
    i, 6.2
- COc1ccc(OCC(=O)Nc2ccc3c(c2)n(C)c(=O)n3C)cc1
    i, -23.6
- CCOC(=O)C1CCCN(Cc2nc(N)nc(Nc3ccc(C)cc3)n2)C1 (configuration not stated)
    i, -11.0

The results go on.
Each structure is followed by: CHT allo act, OX1R antag
- Cc1ccc(CNC(=O)C2CC(c3ccccc3C(F)(F)F)=NO2)cc1 (configuration not stated)
    i, -9.4
- Cc1ccc(S(=O)(=O)N2CCN=C2c2ccccc2)cc1C
    i, -24.3
- CCN1C(=O)CSc2ccc(C(=O)NCc3ccccc3)cc21
    i, -21.2
- Brc1cccc(C2Nc3cccc4cccc(c34)N2)c1
    i, -16.9
- CCCCC(=O)N(Cc1nc2sc(C)c(C)c2c(=O)[nH]1)C1CCCC1
    i, -36.9
- COCCNC(=O)CNC(=O)c1nn(-c2ccc(OC)c(Cl)c2)c(=O)c2ccccc12
    i, -16.4
- COc1ccccc1C(CCNS(=O)(=O)c1ccc(C)cc1)c1ccco1 (configuration not stated)
    i, -35.9
- CC12CCC(=O)N1C(C(=O)Nc1nc3c(F)cc(F)cc3s1)CS2 (configuration not stated)
    i, -23.9
- CC(=O)Nc1cccc(NC(=S)Nc2ccc(F)c(Cl)c2)c1
    i, 6.0
- CC(C)C[C@@H](CO)N1CCNCCC1=O
    i, 21.4
- Nc1nc(Nc2ccccc2F)nc(NCc2ccccc2)c1[N+](=O)[O-]
    i, -36.6
- CN1CCN(C(c2cccnc2)c2ccc3cccnc3c2O)CC1 (configuration not stated)
    i, -10.4
- Cc1cccc(NC(=O)C2C3C=CC(O3)C2C(=O)O)c1 (configuration not stated)
    i, -9.8
- Cc1ccccc1Cn1c(C(C)O)nc2ccccc21 (configuration not stated)
    i, -18.8
- O=C1C(Cl)=C(NCCN2CCOCC2)C(=O)c2ccccc21
    i, 1.1
- Cc1ccc(NC(=O)CCCN2C(=O)c3cccc4cccc(c34)C2=O)cc1
    i, -15.1
- CCCCN(C)CC(O)Cn1cc(/C=C/C(=O)c2ccc(C)cc2)c2ccccc21 (configuration not stated)
    i, -15.8
- O=C(COC(=O)C1CC(O)CN1S(=O)(=O)c1ccc(Cl)cc1)c1ccccc1 (configuration not stated)
    i, -20.8
- CS(=O)(=O)N1N=C(c2cccs2)CC1c1ccccc1 (configuration not stated)
    i, -17.6
- COc1ccc(CNS(=O)(=O)NCc2ccc(C)cc2)cc1
    i, -10.0
- CC(Oc1ccc(Cl)cc1Cl)C(=O)NN=C1CCN(C)CC1 (configuration not stated)
    i, -4.1
- O=[N+]([O-])c1cc2c(cc1CN1CCN(CCOCCO)CC1)OCO2
    i, 5.6
- CN(Cc1cnccn1)C(=O)C1CCC(=O)N(CCc2ccccc2)C1 (configuration not stated)
    i, -4.0
- Cc1[nH]c(C(=O)N/N=C/c2ccc(N(C)C)cc2)c(C)c1C(=O)N/N=C/c1ccc(N(C)C)cc1
    i, -31.3
- CC(C)CC(NC(=O)c1cccc(Cl)c1)C(=O)O (configuration not stated)
    i, -6.8
- C=CCNC(=O)/C(C#N)=C/c1c(N2CCCCCC2)nc2ccccn2c1=O
    i, -23.9
- CC(C)(C)NC(=O)CSc1nnc(C2CC2)n1-c1ccccc1
    i, -19.5
- O=C(CN(CC1CCCO1)C(=O)CNS(=O)(=O)c1ccc(Cl)cc1)NCc1ccccc1 (configuration not stated)
    i, -18.3
- CNc1nc(SCc2ccccc2)nc(N2CCOCC2)n1
    i, -27.5
- Cc1ccc(-n2nc(-c3ccc(N)cc3)cc2N)cc1
    i, -19.2
- NC(=O)c1ccc(NC(=O)c2ccc3c(c2)CCN3S(=O)(=O)c2ccccc2)cc1
    i, -1.1
- O=C(CNC(=O)N1CC(=O)Nc2ccccc21)Nc1ccccc1
    i, -2.7
- COc1ccc(C(=O)NCCNc2ccc([N+](=O)[O-])cc2)cc1
    i, -8.7
- CC(C)(C)NC(=O)C[C@H]1C[C@H](C(=O)N2CCCCC2)[C@@]2(CCc3ccccc3)c3[nH]c4cc(-c5ccco5)ccc4c3CCN2C1=O
    x, -16.3
- COc1ccc(/C=C/c2nnc(NC(C)=O)s2)cc1
    i, -26.2
- CN(Cc1c(F)cccc1Cl)C(=O)CNC(=O)c1ccc2c(c1)OCO2
    i, -18.0
